COUP-TFII inh = NR2F2 (human) inhibition, primary screen; P24468; HEK293T NGFI-A luciferase reporter, luminescence; inhibition, % at 8.6 µM; actives 0.7% (n = 370,000);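 active means inhibition above a per-plate cutoff, mean inhibition of test wells between control levels plus 3 SD, cut at about 38% in these data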;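 further: cells cotransfected with COUP-TFII expression vector driving the NGFI-A reporter; 0% = median of COUP-TF2 test wells and 100% = reporter-only cells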
KKLEB cytotox = CF airway cell cytotoxicity counter-screen | KKLEB CF airway cells viability, ATPlite luminescence, overnight; stronger effect = lower value; cells stimulated with P. aeruginosa culture filtrate | activity change (cytotoxicity), % at 5 µM | actives 0.36% (n = 360,000);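 active means corrected activity change at or below -50% at 5 µM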
CF NFkB block = inhibitors of cystic fibrosis induced NF-kB; AID 588850; inhibition, % at 5 µM; actives 0.86% (n = 360,000); KKLEB NF-kB-GFP reporter, PAF-induced, GFP fluorescence overnight;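 active means at least 50% inhibition at 5 µM, scaled per plate between neutral and stimulator controls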;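 further: PAF is a Pseudomonas aeruginosa culture filtrate used as stimulus; plate controls were PAF-stimulated DMSO wells for no effect and unstimulated DMSO wells for full effect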
C8 TRAIL sens = caspase-8 TRAIL sensitization; NB7+C8 cells + TRAIL, ATPlite viability luminescence; inhibition (viability loss, TRAIL sensitization), % at 10 µM; actives 1% (n = 360,000);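 active means compounds causing at least 50% loss of cell viability in the single-dose screen, relative to plate controls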
TWEAK-Fn14 inh = inhibitors of TWEAK-Fn14 interaction signaling. TWEAK-stimulated Fn14 reporter cells, luciferase luminescence, 8 h. inhibition, % at 10 µM. actives 2% (n = 360,000); in the data active means inhibition above about 50%
TROY NFkB inh = blocks TROY-dependent signaling in reporter cells | Q293 LMP1-TROYcd NF-kB luciferase reporter, 4 h | inhibition, % at 10 µM | actives 0.98% (n = 360,000) | AID 1347056;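 active means compounds whose plate-normalised and pattern-corrected inhibition of the luciferase reporter signal at the single screening dose is 50% or more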
SRC1 inh = inhibitors of human steroid receptor coactivator 1 (SRC1); Q15788; HEK293 GAL4-SRC1 luciferase reporter, luminescence; inhibition, % at 3.6 µM; actives 0.12% (n = 360,000); AID 588354;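 active means inhibition above the campaign mean plus 3 SD, with each screening campaign given its own cutoff, cut at about 60% in these data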;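 further: 0% = DMSO treated cells and 100% = gossypol at 36 µM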
Target sequence (Q15788 whole entry, looked up, the tested form may be a part): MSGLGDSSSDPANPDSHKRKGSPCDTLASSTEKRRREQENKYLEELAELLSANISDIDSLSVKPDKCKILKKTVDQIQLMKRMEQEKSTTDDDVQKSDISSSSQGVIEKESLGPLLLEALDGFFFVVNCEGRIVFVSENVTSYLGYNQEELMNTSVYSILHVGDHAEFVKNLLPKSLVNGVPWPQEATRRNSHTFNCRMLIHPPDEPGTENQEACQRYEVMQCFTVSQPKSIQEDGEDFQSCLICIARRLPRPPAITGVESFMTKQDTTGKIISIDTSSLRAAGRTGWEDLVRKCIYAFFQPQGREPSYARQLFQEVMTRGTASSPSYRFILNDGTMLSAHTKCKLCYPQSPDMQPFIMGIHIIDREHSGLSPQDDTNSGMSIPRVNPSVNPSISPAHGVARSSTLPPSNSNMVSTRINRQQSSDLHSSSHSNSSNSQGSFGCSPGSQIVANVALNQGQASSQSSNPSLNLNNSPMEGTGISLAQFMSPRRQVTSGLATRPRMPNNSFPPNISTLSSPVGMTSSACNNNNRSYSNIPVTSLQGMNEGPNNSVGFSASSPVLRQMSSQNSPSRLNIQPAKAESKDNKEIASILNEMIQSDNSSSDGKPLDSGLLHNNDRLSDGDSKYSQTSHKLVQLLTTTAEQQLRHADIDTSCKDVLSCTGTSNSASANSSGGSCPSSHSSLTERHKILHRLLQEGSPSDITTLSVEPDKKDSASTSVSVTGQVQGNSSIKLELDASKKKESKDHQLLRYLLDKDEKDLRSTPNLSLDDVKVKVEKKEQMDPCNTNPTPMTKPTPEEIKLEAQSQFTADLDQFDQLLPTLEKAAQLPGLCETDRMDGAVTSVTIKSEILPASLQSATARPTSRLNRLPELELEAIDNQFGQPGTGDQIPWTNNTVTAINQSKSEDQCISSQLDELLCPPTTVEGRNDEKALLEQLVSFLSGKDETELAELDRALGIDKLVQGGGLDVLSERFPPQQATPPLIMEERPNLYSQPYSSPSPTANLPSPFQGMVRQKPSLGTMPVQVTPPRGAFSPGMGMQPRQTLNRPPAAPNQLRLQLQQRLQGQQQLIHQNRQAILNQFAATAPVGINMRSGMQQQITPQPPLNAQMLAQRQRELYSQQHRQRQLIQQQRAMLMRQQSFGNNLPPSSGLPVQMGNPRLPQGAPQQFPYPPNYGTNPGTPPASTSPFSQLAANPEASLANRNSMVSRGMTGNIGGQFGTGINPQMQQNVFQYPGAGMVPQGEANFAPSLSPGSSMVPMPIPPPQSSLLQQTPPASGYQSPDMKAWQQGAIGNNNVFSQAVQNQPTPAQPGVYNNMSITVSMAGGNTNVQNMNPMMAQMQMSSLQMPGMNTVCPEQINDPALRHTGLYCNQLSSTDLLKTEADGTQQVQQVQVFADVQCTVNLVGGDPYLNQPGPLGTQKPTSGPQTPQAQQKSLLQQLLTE
EBV LMP1 NFkB = reduces LMP1-driven NF-kappaB luciferase signal. LMP1-induced NF-kappaB luciferase reporter cells, luminescence. inhibition, % at 12.5 µM. actives 0.69% (n = 350,000). AID 504558; in the data active means inhibition above about 41%;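 further: 0% = neutral control wells and 100% = reference inhibitor control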
SRC3 inh = inhibitors of human steroid receptor coactivator 3 (SRC3); Q9Y6Q9; HEK293 GAL4-SRC3 luciferase reporter, luminescence; inhibition, % at 3.6 µM; actives 0.17% (n = 360,000); AID 588352;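 active means inhibition above a per-campaign cutoff, the mean of all compounds plus 3 SD, cut at about 60% in these data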;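 further: 0% = DMSO-treated cells and 100% = gossypol-treated cells at 36 µM; higher means less SRC3-driven luciferase light from the GAL4 reporter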
LRH-1 inv ag = NR5A2 inverse agonism in reporter assay; O00482; HEK293T StAR-luciferase reporter, LRH-1 transfected, 24 h; inhibition, % at 3.6 µM; actives 0.13% (n = 360,000); AID 602396;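 active means inhibition above the mean inhibition of all tested compounds plus 3 SD, cut at about 73% in these data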;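 further: 0% = DMSO wells and 100% = reporter-only cells lacking LRH-1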
Shn3 3UTR inh = reduces Shn3 3'UTR luciferase signal in osteoblasts; actives 0.52% (n = 360,000); inhibition, % at 12.5 µM; Clone20 osteoblast Shn3 3'UTR firefly luciferase, 24 h; AID 588674;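 active means mean inhibition of at least 75% with every replicate also reaching 75%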;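 further: 0% = median of neutral control wells and 100% = pilot-screen positive control compound; some compounds past the cut are filed as inactive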
An asterisk follows results filed as active; . = not tested or not shown. This is a subset. The share of hits here may be higher or lower than overall.

SMILES	COUP-TFII inh	KKLEB cytotox	CF NFkB block	C8 TRAIL sens	TWEAK-Fn14 inh	TROY NFkB inh	SRC1 inh	EBV LMP1 NFkB	SRC3 inh	LRH-1 inv ag	Shn3 3UTR inh
CCCCCc1c(C)nc(N2CCOCC2)[nH]c1=O	6.5	4.8	-6.4	5.4	32.4	36.9	4.7	6.9	10.5	-7.4	2.2
CC(=O)c1cnc2c(-c3ccccc3)cnn2c1C	-31.1	13.9	-14.1	4.3	-14.8	-52.8	-60.0	-10.7	-75.0	-60.7	-20.9
COc1ccccc1N1CCN(c2ccc3c(c2)S(=O)(=O)c2cccc(C(=O)NCC4CC4)c2C3=O)CC1	-13.6	-13.1	-12.9	4.5	17.7	3.1	-0.1	7.9	-16.2	-4.2	22.8
CC(=O)Nc1ccc(-c2ccnc3c2CC(C(=O)Nc2ccccc2)O3)cc1 (stereo unspecified)	8.5	-25.1	19.6	13.9	-34.1	1.5	4.4	.	16.6	34.7	6.6
CCCS(=O)c1nc(C)cc(C)c1S(C)(=O)=O (stereo unspecified)	-10.5	1.9	-5.3	-6.1	4.6	0.6	0.3	-4.6	-3.3	6.9	9.6
CC1=C2C3OC(=O)C(C)C3CCC2(C)C=CC1=NO (stereo unspecified)	11.9	6.6	11.5	-6.0	-11.0	-10.3	7.2	-0.5	-10.8	-16.5	-4.9
CC(C)Cc1nc2sc3c(=O)[nH]cnc3c2c2c1CCC2	8.1	3.7	13.4	-9.2	15.5	5.8	-3.9	0.7	24.1	-1.8	-3.1
Cc1ccc2nc(SCC(=O)NCc3ccco3)c(C)cc2c1	7.6	-1.7	-11.4	10.5	-5.3	-2.8	-19.4	1.7	-6.1	-10.2	2.4
COc1ccc(N2CCN(C(=O)CCc3cc(OC)c(OC)c(OC)c3)CC2)cc1	0.0	14.3	2.3	1.3	14.5	5.2	-17.6	-0.8	24.6	-1.2	7.0
Cn1cccc1Cc1nnc(SCC(=O)NCCc2ccccc2)n1C	-6.2	-14.7	-16.8	3.0	18.7	-1.6	0.0	-7.1	9.2	8.4	-32.8
O=C(N/N=C/c1ccoc1)c1ccc([N+](=O)[O-])cc1	-1.1	0.0	0.2	-1.0	-9.7	-13.9	-18.2	1.9	7.0	3.5	-8.8
CCC1CCCCN1Cc1ccc(N)cc1 (stereo unspecified)	18.1	9.6	2.0	-9.6	2.2	10.0	0.4	-2.7	4.6	7.0	7.3
COc1ccccc1OCCNC(=O)Nc1ccc(Br)cc1	-0.5	2.1	18.3	-6.3	-3.6	-35.7	-1.6	5.6	7.9	-9.7	-9.8
O=C(O)CSc1nc2c(c(=O)[nH]1)CCCC2	-4.7	6.0	0.5	2.0	18.6	1.1	4.6	7.9	7.8	6.2	6.1
COc1cc(O)oc1C=Nc1ccccc1	8.8	-22.5	9.3	-8.7	-0.7	-3.5	-0.9	6.8	-4.1	-9.2	-22.7
COC(=O)Cc1c(C)c2c(O)cc(C)cc2oc1=O	-0.3	-0.4	-3.1	-5.6	17.8	-0.4	-18.8	-1.9	-1.1	7.5	2.5
c1ccc(-c2csc3ncnc(N4CCOCC4)c23)cc1	6.0	4.5	10.7	-1.4	8.6	2.9	23.3	-1.5	19.7	2.8	-3.8
CCN(C[C@H]1N[C@@](C)(C(=O)OC)[C@H]2C(=O)N(C)C(=O)[C@@H]12)S(=O)(=O)c1ccc(OC(F)(F)F)cc1	4.8	-5.7	8.4	3.9	1.9	0.1	-14.7	-3.9	-11.8	-5.3	0.4
CCO[C@@H]1OC(C(N)=O)=C[C@H](c2cn(C(C)=O)c3ccccc23)[C@H]1CCCO	7.3	6.0	-21.9	-12.3	5.9	6.6	1.4	1.3	12.4	-2.8	1.1
Cc1ccc(-n2c(C)n[nH]c2=S)cc1	6.7	-10.0	7.4	-4.3	12.5	-5.6	8.8	-10.4	10.8	-6.2	-9.4
Cc1ccc(C)c(S(=O)(=O)N2CCCC2CNC(=O)C(=O)NCc2ccco2)c1 (stereo unspecified)	1.2	-6.7	-21.3	-8.3	-7.7	16.2	2.2	-1.7	2.1	-13.8	0.9
CCCCC#Cc1ccc2c(c1)COc1c3ccccc3nn1-2	-22.2	1.9	14.4	11.2	11.0	-45.2	-102.0	-20.6	-73.8	-69.4	-66.5
CCOC(=O)c1c(C)nn(Cc2cccc(Cl)c2)c1N	2.2	-6.1	10.7	15.1	-4.0	12.4	2.1	5.5	-3.9	-14.1	-0.2
Cc1ccc(NC(=O)CSCC(=O)N(C)Cc2ccc(Cl)c(Cl)c2)cc1	-0.1	5.6	-5.8	3.2	-5.8	14.5	-14.1	-3.2	6.7	7.6	-3.7
Cc1cc(-c2nnc(SCC(=O)Nc3ccc(Cl)cn3)n2N)n[nH]1	-7.9	15.9	-1.7	-1.7	-2.1	-2.2	-5.2	2.7	-13.8	-1.4	-3.9

Complete entries as entered above. Order of values: COUP-TFII inh	KKLEB cytotox	CF NFkB block	C8 TRAIL sens	TWEAK-Fn14 inh	TROY NFkB inh	SRC1 inh	EBV LMP1 NFkB	SRC3 inh	LRH-1 inv ag	Shn3 3UTR inh
CCCS(=O)c1nc(C)cc(C)c1S(C)(=O)=O (stereo unspecified) is entered as -10.5	1.9	-5.3	-6.1	4.6	0.6	0.3	-4.6	-3.3	6.9	9.6
CCCCCc1c(C)nc(N2CCOCC2)[nH]c1=O is entered as 6.5	4.8	-6.4	5.4	32.4	36.9	4.7	6.9	10.5	-7.4	2.2

Taken from the listing, seven compounds:
SMILES	COUP-TFII inh	KKLEB cytotox	CF NFkB block	C8 TRAIL sens	TWEAK-Fn14 inh	TROY NFkB inh	SRC1 inh	EBV LMP1 NFkB	SRC3 inh	LRH-1 inv ag	Shn3 3UTR inh
CCO[C@@H]1OC(C(N)=O)=C[C@H](c2cn(C(C)=O)c3ccccc23)[C@H]1CCCO	7.3	6.0	-21.9	-12.3	5.9	6.6	1.4	1.3	12.4	-2.8	1.1
Cc1ccc(-n2c(C)n[nH]c2=S)cc1	6.7	-10.0	7.4	-4.3	12.5	-5.6	8.8	-10.4	10.8	-6.2	-9.4
Cc1ccc(C)c(S(=O)(=O)N2CCCC2CNC(=O)C(=O)NCc2ccco2)c1 (stereo unspecified)	1.2	-6.7	-21.3	-8.3	-7.7	16.2	2.2	-1.7	2.1	-13.8	0.9
CCCCC#Cc1ccc2c(c1)COc1c3ccccc3nn1-2	-22.2	1.9	14.4	11.2	11.0	-45.2	-102.0	-20.6	-73.8	-69.4	-66.5
CCOC(=O)c1c(C)nn(Cc2cccc(Cl)c2)c1N	2.2	-6.1	10.7	15.1	-4.0	12.4	2.1	5.5	-3.9	-14.1	-0.2
Cc1ccc(NC(=O)CSCC(=O)N(C)Cc2ccc(Cl)c(Cl)c2)cc1	-0.1	5.6	-5.8	3.2	-5.8	14.5	-14.1	-3.2	6.7	7.6	-3.7
Cc1cc(-c2nnc(SCC(=O)Nc3ccc(Cl)cn3)n2N)n[nH]1	-7.9	15.9	-1.7	-1.7	-2.1	-2.2	-5.2	2.7	-13.8	-1.4	-3.9

The results go on:
SMILES	COUP-TFII inh	KKLEB cytotox	CF NFkB block	C8 TRAIL sens	TWEAK-Fn14 inh	TROY NFkB inh	SRC1 inh	EBV LMP1 NFkB	SRC3 inh	LRH-1 inv ag	Shn3 3UTR inh
CC(=O)NNC(=O)c1sc(=S)n2c1[nH]c(=O)c1sccc12	-3.4	1.8	13.1	18.8	-1.3	16.1	5.6	1.0	11.4	-1.9	-18.2
O=C(O)c1ccc(OC2CSC2)cc1	2.1	3.8	-2.0	11.5	-3.5	4.5	3.7	-8.2	10.4	8.0	15.5
OCC[C@H]1C[C@@H](O)[C@H](O)[C@]2(OCCc3ccccc32)O1	6.6	0.0	-2.8	4.3	-7.4	5.0	3.4	-18.2	9.5	5.2	-17.6
COc1ccc(C2C(C(C)=O)=C(O)C(=O)N2c2nccs2)c(OC)c1 (stereo unspecified)	-25.8	20.8	2.5	-4.5	-5.2	-33.6	-2.9	-22.1	6.8	-5.0	12.0
Cc1ccc(C(=O)C2CCN(CC(=O)NC3CCCCC3)CC2)cc1	-5.9	14.4	-2.0	3.7	8.5	7.2	2.7	-0.6	8.8	-3.8	-0.9
O=C(COc1ccc(Cl)cc1)OCc1ccc(Cl)cc1	0.2	26.3	-36.8	-27.6	9.0	-9.6	0.5	1.5	-0.1	2.6	-34.8
O=C(OCc1cccc(F)c1)c1ccc2c(c1)-c1ccccc1C2=O	2.1	9.0	-32.9	-3.7	-8.6	-37.1	-24.5	-29.1	0.4	3.2	-56.6
O=C(N/N=C/c1cccs1)c1n[nH]c2c1CCC2	-47.8	-1.9	14.9	37.2	57.2*	18.7	-105.0	39.4	-25.4	-45.7	-27.2
CC(NC(=O)c1ccccc1)C(=O)NNC(=O)c1ccccc1Cl (stereo unspecified)	-3.8	-19.0	12.1	-39.4	3.2	8.9	-3.6	2.3	7.9	-3.4	-15.1
O=C(CSc1ncccn1)Nc1ccc(S(=O)(=O)N2CCCCC2)cc1	-2.7	1.5	-19.4	3.9	-7.7	-9.1	-4.9	1.3	-3.8	23.8	-9.5
CCn1ccnc1CN(C)C(=O)c1cc(COc2ccc(OC)c3ccccc23)on1	14.4	6.7	-7.1	-25.5	-17.9	1.9	-16.1	2.4	-8.5	-14.1	2.5
O=C(Nc1nnc(S(=O)(=O)Nc2ccccc2)s1)c1ccccc1Cl	0.8	-7.1	14.1	-4.5	1.0	2.0	-0.4	8.8	-12.7	-0.8	-11.9
O=C(O)CC/C(=N/Nc1ncc(C(F)(F)F)cc1Cl)C(=O)O	-6.7	-0.8	5.0	6.5	-2.2	-20.5	-22.6	-1.7	-8.0	13.0	7.2
CCCCSc1nc(C)[nH]c1[N+](=O)[O-]	12.9	-6.0	-1.1	-30.7	-7.9	-13.9	13.3	1.5	-14.0	4.4	7.6
CC1(C)CC(=O)C2=C(C1)NC(=O)CC2c1ccccc1F (stereo unspecified)	1.9	-11.5	28.1	2.3	-16.9	-29.8	-4.4	-6.9	-6.6	7.2	4.3
Cc1cc(Nc2ccccc2Cl)c2ccccc2n1	-8.6	-16.4	10.8	20.4	-1.4	12.3	15.1	2.7	12.0	5.3	39.4
CC(C)(C)n1cnc2cc(NCc3cccs3)ccc21	-10.6	0.8	-37.4	5.6	-7.8	3.3	-59.4	-17.8	-30.1	-78.2	-57.3
CCOC(=O)c1ccc(OCc2c(C)noc2C)cc1	-23.9	-0.9	6.8	4.3	-14.5	-8.0	0.1	6.0	12.5	-11.1	-2.0
CN(Cc1ccccc1)C(=O)Cn1nc(C(F)(F)F)c2c1CCC2	15.5	-0.6	-8.0	3.3	-5.7	6.7	10.6	30.7	13.0	-10.8	-9.4
CN1C(=O)NC(c2ccc(Cl)cc2)C2=C1CC(C)(C)CC2=O (stereo unspecified)	-1.1	13.1	-26.3	-7.7	4.4	8.6	-11.0	-2.1	7.0	-9.8	-8.4
O=C(NC(=S)Nc1ccccc1N1CCOCC1)c1ccco1	16.8	-4.9	13.9	0.5	8.9	3.9	14.3	0.6	3.3	-14.0	12.6
Cc1c(N=C2NC(=O)C(CC(=O)Nc3ccccc3)S2)c(=O)n(-c2ccccc2)n1C (stereo unspecified)	5.0	-2.2	-7.0	-7.2	1.7	15.0	2.8	-4.2	5.6	-1.2	-2.0

Screens as filed in PubChem.
